V-ATPase pHluor = regulators of yeast V-ATPase proton transport; S. cerevisiae, pHLuorin cytosolic pH fluorescence; response, % at 10 µM; hit rate 0.37% among 350,000; AID 504577; in the data active means response mostly above about 7.3%, no sharp cut-off; inactive means mostly below about 5.4%; further: actives read high; inactives centre near 0; some compounds called inactive have numbers as strong as hits
CAL PDZ FP-1 = inhibitors of human CAL PDZ peptide binding. Q9HD26. purified CAL PDZ, TMR-peptide fluorescence polarization, 1 h. inhibition, % at 24.9 µM. hit rate 0.92% among 300,000. AID 602252;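 active means mean inhibition of at least 30% with at least half of replicates also reaching 30%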;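 further: 0% = DMSO neutral control and 100% = excess unlabeled competitor peptide PRC23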
CAL PDZ FP-2 = inhibitors of human CAL PDZ peptide binding; Q9HD26; purified CAL PDZ, TMR-peptide fluorescence polarization, 1 h; inhibition, % at 20 µM; hit rate 0.02% among 330,000; AID 504414;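 active means highest replicate inhibition of at least 40%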;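 further: plate controls were DMSO neutral control wells for no effect and unlabeled competitor peptide control wells for full effect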
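Read-out basis: mP drop reported as inhibition | Assay system: Tagged CAL PDZ protein CerCALP, purified | Benchmarks: Unlabelled peptide for full inhibition, DMSO wells as neutral | Schedule: 1 h incubation at room temperature before polarization reading | Buffer or medium: Sodium phosphate/NaCl buffer pH 7.4 with TCEP, IgG, Thesit | Doses: Single point, 20 µM | Measured by: Fluorescence polarization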
Keap1-Nrf2 PPI = disrupts human Keap1 binding to Nrf2 peptide; Q14145; inhibition, % at 9.4 µM; hit rate 0.15% among 340,000; Keap1 Kelch-Nrf2 peptide fluorescence polarization, 1536-well; in the data active means inhibition above about 12%;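 further: human Keap1 Kelch domain with fluorescein labeled Nrf2 9mer peptide probe; 0% = neutral control wells and 100% = peptide positive control; higher means more block of Keap1 binding to Nrf2 peptide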
Target sequence (Q14145 whole entry, looked up, the tested form may be a part): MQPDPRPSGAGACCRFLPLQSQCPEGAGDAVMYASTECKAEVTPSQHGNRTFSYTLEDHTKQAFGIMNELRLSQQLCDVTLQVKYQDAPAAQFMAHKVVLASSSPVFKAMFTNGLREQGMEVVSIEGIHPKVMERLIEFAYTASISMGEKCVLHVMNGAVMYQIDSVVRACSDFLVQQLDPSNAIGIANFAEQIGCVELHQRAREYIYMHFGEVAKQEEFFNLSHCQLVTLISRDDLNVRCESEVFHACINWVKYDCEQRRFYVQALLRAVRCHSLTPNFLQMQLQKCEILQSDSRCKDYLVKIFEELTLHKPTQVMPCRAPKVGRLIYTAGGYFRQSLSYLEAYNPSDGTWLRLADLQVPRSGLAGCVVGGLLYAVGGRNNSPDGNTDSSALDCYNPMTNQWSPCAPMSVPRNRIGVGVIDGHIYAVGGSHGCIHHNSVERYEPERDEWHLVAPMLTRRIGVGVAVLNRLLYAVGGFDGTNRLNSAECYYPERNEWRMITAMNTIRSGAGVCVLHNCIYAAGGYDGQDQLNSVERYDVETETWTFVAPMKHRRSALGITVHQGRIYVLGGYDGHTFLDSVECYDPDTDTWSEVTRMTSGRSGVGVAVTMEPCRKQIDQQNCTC
Cardiac RTF inh = cardiac RTF calcium desensitization. P19429+P45379. IANBD-labeled cardiac RTF, Ca2+ fluorescence. inhibition, % at 7.15 µM. hit rate 0.12% among 340,000;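 active means inhibition above the mean inhibition of all tested compounds plus 3 SD, cut at about 17% in these data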;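 further: assay run at fixed EC70 calcium of 1.6 mM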
Arr AP2 block = blocks beta-arrestin peptide binding to AP2 adaptin; AID 504490; inhibition, % at 10 µM; FITC-arrestin peptide / GST-AP2 beads, flow cytometry; AP2 beta2 appendage carries R879A mutation; hit rate 0.31% among 340,000;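 active means inhibition above a set limit, near 3 SD of compounds lacking own fluorescence, cut at about 54% in these data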;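 further: plate controls were DMSO wells for no effect and 5 µM unlabelled arrestin peptide for full effect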
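test system = AP2 appendage R879A on GSH beads | buffer or medium = PBS plus Tween 20 (0.05%) and BSA (0.1%) | incubation = 12 min plus 1 h, RT | detection = bead flow cytometry, FITC channel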
DAGLB inhibitor = blocks human DAGLB lipase activity | hit rate 0.059% among 340,000 | HEK293T DAGLB membrane lysate, EnzChek fluorogenic substrate | inhibition, % at 5.17 µM | AID 504411; in the data active means inhibition above about 34%;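 further: 0% = enzyme with vehicle and 100% = wells lacking enzyme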
NSD2 inh = NSD2 (human) methyltransferase inhibition. O96028. NSD2 peptide methylation, AlphaScreen, 120 min. inhibition, % at 12.5 µM. hit rate 0.54% among 310,000; in the data active means inhibition above about 50%
C-LANA FP = KSHV C-LANA DNA binding inhibition | MBP-C-LANA/FAM-LBS DNA binding, fluorescence polarization | AID 504423 | hit rate 0.078% among 340,000 | inhibition, % at 9 µM;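 active means highest replicate inhibition at or above 60% at 9 µM, even if other replicates fall short; inactive means all replicates below 60% inhibition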;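 further: 0% = neutral control wells and 100% = 4 µM acridine orange control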
Pemphigus Ab inh = human desmoglein-3 autoantibody binding inhibition; AID 588358; binding (percent of control), % at 10 µM; DSG3-coupled beads, scFv-anti-DSG3-GFP binding, flow cytometry; active compounds read low; hit rate 0.48% among 310,000; P32926;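 active means binding more than 3 SD below its plate's average and above zero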;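 further: hits lower antibody fragment binding to DSG3; some compounds called inactive have numbers as strong as hits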
* = called active by the depositor; . = no result given.

SMILES	V-ATPase pHluor	CAL PDZ FP-1	CAL PDZ FP-2	Keap1-Nrf2 PPI	Cardiac RTF inh	Arr AP2 block	DAGLB inhibitor	NSD2 inh	C-LANA FP	Pemphigus Ab inh
COC(=O)c1oc2c(c1C)C1(CCC2)SCCS1	-3.6	-0.2	-2.2	-1.7	-9.6	-0.7	-0.1	-3.1	4.2	.
Cc1cccc(-c2nc(N)nc(N)n2)c1	10.5	33.8*	0.4	1.9	-8.6	-13.3	-2.1	-4.6	-0.3	97.2
CS(=O)(=O)c1ccc(-c2nnc(NC(=O)c3ccc(S(=O)(=O)N4CCCC4)cc3)o2)cc1	2.3	-4.3	-0.1	-3.8	1.8	-7.1	-0.3	30.5	1.0	109.5
CCN(CC(=O)N1CCN(Cc2ccccc2)CC1)S(=O)(=O)c1ccccc1	-0.9	-4.1	.	-1.2	-6.6	-5.9	-1.6	-0.4	0.3	104.5
Cc1ccc(S(=O)(=O)Nc2cc(C(F)(F)F)ccc2N2CCOCC2)c(C)c1	2.1	-3.4	-2.7	-1.4	13.4	40.8	-4.3	-3.2	-0.7	123.9
Cn1c(N)c(C(=O)COC(=O)c2ccco2)c(=O)n(C)c1=O	3.0	-0.7	-0.8	0.0	8.2	6.9	-0.5	3.7	-1.8	280.2
CC(C)NC(=O)/C(C#N)=C/c1ccc(N(C)C)o1	-1.8	-2.1	-0.4	-86.2	-74.7	-2.0	-2.7	5.2	-33.7	.
O=C(O)C1CCCN(S(=O)(=O)c2ccc(-c3ccc(=O)[nH]n3)s2)C1 (configuration not stated)	0.5	-3.5	0.0	-3.3	-16.1	7.5	0.3	-1.4	-0.5	.
O=C(NCCc1ccccc1)C1CCCN1C(=O)Nc1ccccc1 (configuration not stated)	5.9	1.6	-6.2	-3.2	-13.9	35.8	-0.9	-1.4	0.3	92.0
COc1cccc(NC(=O)Cc2nnc(SCC(=O)NC(C)c3ccccc3)n2C)c1 (configuration not stated)	-2.0	.	-0.9	-6.4	-6.8	1.9	0.1	-1.0	-0.9	97.5
Cc1cc(=O)n2nc(-c3ccccc3)sc2c1C#N	2.7	0.6	0.5	-1.1	0.1	22.0	-6.9	0.7	-2.3	99.3
COc1ccc(NC(=O)CCn2cccc2)c(OC)c1	0.1	-5.7	-0.3	1.6	2.0	13.8	-1.9	4.3	-0.3	99.4
CC(OC(=O)CN1C(=O)NC2(CCCC2)C1=O)C(=O)c1ccc(C(C)(C)C)cc1 (configuration not stated)	-2.0	.	-0.2	3.1	3.2	5.7	-1.4	-0.7	1.1	97.7
O=C(Nc1sccc1C(=O)NCc1ccco1)c1cccnc1	11.3	1.0	-6.2	0.7	-3.5	49.2	-0.1	9.0	-2.3	99.7
O=C(O)c1cnc(-c2ccccc2)nc1Sc1ccccc1Cl	3.8	-6.0	-2.1	-2.2	-10.1	-1.7	7.2	2.9	0.6	.
Cc1cccc(Nc2ccc(S(=O)(=O)N3CCOCC3)cc2[N+](=O)[O-])c1	-1.4	-0.6	-2.1	-4.4	7.4	-11.7	10.8	16.0	0.0	108.0
Cc1nc2cc(NC(=O)c3ccc([N+](=O)[O-])s3)ccc2s1	-1.3	1.3	-1.0	-0.8	3.2	-6.1	-1.5	-4.3	0.1	104.2
CN(C)S(=O)(=O)c1ccc(C(=O)OCc2ccc([N+](=O)[O-])cc2)cc1	-0.9	-3.6	-2.2	0.7	1.6	-3.3	-2.5	1.1	1.9	104.8
O=C(NCc1ccccc1F)C1CCCN(S(=O)(=O)c2ccc(-n3cnnn3)cc2)C1 (configuration not stated)	-2.5	-0.8	-2.1	-2.4	5.5	9.0	-2.1	41.9	0.5	107.1
O=c1cc(CSc2nnnn2-c2ccccc2)[nH]c2[nH]n(-c3ccccc3)c(=O)c12	-0.4	3.3	0.1	1.6	-3.5	23.7	8.0	7.9	6.1	95.3
COCCn1nnnc1C(c1ccc(OC)c(OC)c1)N1CCc2ccccc21 (configuration not stated)	-0.4	-1.3	-2.9	2.4	-2.5	-0.5	-1.3	0.3	-1.0	101.3
COc1ccc(Cl)cc1N1C(=N)SCC1=O	0.5	-2.5	-1.0	-3.4	-1.7	-6.1	-0.5	-2.9	-1.8	101.2
COc1cccc(NC(=O)COC(=O)c2ccc3c(c2)OCO3)c1	2.8	-2.5	-2.8	-2.0	-19.0	-3.8	-3.2	-2.1	1.1	94.8
CCC(CC)NC(=O)c1cccc(Oc2ccccc2)c1	-1.0	-7.6	-0.3	-4.4	-4.6	-26.1	-4.9	-2.6	-0.4	96.3
Cc1ccc(C)c(N2CCN(C(=O)CCCn3c(=O)c4cccn4c4cccnc43)CC2)c1	-1.5	-5.5	-2.6	-1.7	-5.6	32.0	1.4	1.7	1.5	107.9

Single records, from the list above.
Listed for `Cc1ccc(C)c(N2CCN(C(=O)CCCn3c(=O)c4cccn4c4cccnc43)CC2)c1` : V-ATPase pHluor = -1.5; CAL PDZ FP-1 = -5.5; CAL PDZ FP-2 = -2.6; Keap1-Nrf2 PPI = -1.7; Cardiac RTF inh = -5.6; Arr AP2 block = 32.0; DAGLB inhibitor = 1.4; NSD2 inh = 1.7; C-LANA FP = 1.5; Pemphigus Ab inh = 107.9
Listed for `COC(=O)c1oc2c(c1C)C1(CCC2)SCCS1` : V-ATPase pHluor = -3.6; CAL PDZ FP-1 = -0.2; CAL PDZ FP-2 = -2.2; Keap1-Nrf2 PPI = -1.7; Cardiac RTF inh = -9.6; Arr AP2 block = -0.7; DAGLB inhibitor = -0.1; NSD2 inh = -3.1; C-LANA FP = 4.2; Pemphigus Ab inh = .

The list continues:
SMILES	V-ATPase pHluor	CAL PDZ FP-1	CAL PDZ FP-2	Keap1-Nrf2 PPI	Cardiac RTF inh	Arr AP2 block	DAGLB inhibitor	NSD2 inh	C-LANA FP	Pemphigus Ab inh
CC1CN(S(=O)(=O)c2cccc(C(=O)OC/C(O)=C(\C#N)c3nc4ccccc4[nH]3)c2)CC(C)O1 (configuration not stated)	0.3	-5.3	-3.0	-3.3	-6.4	4.5	-1.7	4.0	-1.7	99.0
COc1ccc(-c2noc(-c3cccs3)n2)cc1OC	0.9	-22.3	-3.0	4.2	-2.9	1.6	-11.4	-2.3	0.2	.
Cc1ccccc1OCc1nnc(SCc2cc(=O)[nH]c3ccccc23)o1	3.3	-3.1	.	0.5	-0.6	10.9	2.1	3.1	1.0	101.1
Cn1c(NC(=O)C[n+]2cc(-c3ccc(Cl)c(Cl)c3)n3c2CCC3)cc(=O)n(C)c1=O	2.6	-0.4	-1.0	-2.9	-0.9	-25.3	2.4	0.1	0.8	105.2
O=C(O)Cn1nnn(-c2ccccc2)c1=S	-1.7	2.0	0.5	-0.2	1.4	24.0	-3.0	-2.2	0.2	105.4
COCc1ccc(C(=O)N2CCCCC2C(=O)Nc2ccc(-n3nc(C)cc3C)cc2)o1 (configuration not stated)	2.2	-1.0	-3.1	0.8	5.3	-2.1	-1.4	3.9	-0.7	116.2
Cc1cccc(N(CC(=O)NC(C)C)C(=O)CCC(=O)Nc2nccs2)c1	-2.6	-2.0	-0.9	-2.0	-0.2	-13.7	-1.5	-1.2	1.5	102.5
C=CCNC(=O)CC(=O)N/N=C/c1ccc(C(=O)OC)cc1	3.0	-5.0	0.6	1.2	-0.7	3.6	-1.0	0.2	5.5	109.7
CCOC(=O)/C(C#N)=C/C1=C(N2CCCC2)CC(C)(CC)OC1 (configuration not stated)	4.5	-3.9	-0.1	0.9	-10.5	-11.4	-0.3	1.7	1.2	104.2
NC(=O)c1ccsc1NC(=O)COC(=O)COc1ccc(C=O)cc1	0.8	.	-0.2	-3.2	-3.2	5.2	-0.7	1.5	-0.9	98.3
O=C(c1ccc2ccccc2n1)N(CCO)Cc1ccccc1	-3.2	-3.6	1.6	-2.7	-0.9	-3.1	-0.7	3.5	0.5	100.0
O=C(COc1ccc(F)cc1)NCC1(N2CCOCC2)CCCCC1	0.1	-3.7	-0.5	-2.7	-0.1	8.3	0.8	4.1	0.4	101.1
N#CC(C(=O)NC1CCCCC1)=C1CCCCCC1	2.0	5.0	-2.0	-3.0	-5.0	3.5	-1.3	-1.7	-0.3	88.5
CCOC(=O)C1(C(N)=O)OC1(c1ccc(Cl)cc1)c1ccccc1Cl (configuration not stated)	-1.9	-1.7	-0.2	3.0	-2.7	-17.0	-23.9	-4.7	-0.9	92.2
O=C(CN(CC1CCCO1)C(=O)CNS(=O)(=O)c1ccc(F)cc1)NC1CCCCC1 (configuration not stated)	-0.2	5.3	-1.8	0.6	-11.2	-1.1	0.9	-4.8	1.0	90.4
CC(NC(=O)Cn1cnc2c1c(=O)n(C)c(=O)n2C)c1ccccc1 (configuration not stated)	-2.7	-4.8	-0.5	-2.0	-15.4	-19.2	-1.6	-1.1	-0.8	103.2
O=C(CN(C(=O)CNC(=O)c1ccco1)c1ccc(Cl)c(Cl)c1)NC1CCCCC1	-0.6	4.4	.	-4.3	-4.2	4.8	3.5	-0.5	-0.6	99.9
O=C(CN(Cc1ccc(F)cc1)C(=O)CNS(=O)(=O)c1ccccc1)NCc1ccco1	-5.7	2.1	-1.4	1.5	10.1	20.4	-1.9	2.6	0.2	96.5
O=C(NC1CC1)c1nc(Cn2cc([N+](=O)[O-])cn2)no1	1.1	-4.5	-2.2	-1.3	-12.8	-9.6	1.4	-0.7	0.7	102.9
O=C(CN1C(=O)/C(=C/c2ccccc2Cl)SC1=S)NC1C=CS(=O)(=O)C1 (configuration not stated)	3.6	-4.6	-1.3	-4.3	-3.6	-6.4	5.0	-5.1	1.0	.
O=C(NCCCNc1ccnc2cc(Cl)ccc12)c1ccccc1F	-1.9	-2.2	-3.2	-6.1	4.1	-13.0	-0.4	1.1	0.7	.
Cc1cc(C)c2c(=O)c3c(oc2c1)C(=O)N(CCO)C3c1cccc(O)c1 (configuration not stated)	-5.3	-4.3	-0.9	-0.6	6.7	-1.8	-1.4	-2.7	-2.6	104.2
Cc1ccc(S(=O)(=O)N(C)c2ccc(OCC(=O)OCc3cccc(Br)c3)cc2)cc1	1.8	-1.9	-1.4	-1.3	3.2	-4.2	-9.9	-0.5	0.2	96.8

Individual results from the list.
`CC(NC(=O)Cn1cnc2c1c(=O)n(C)c(=O)n2C)c1ccccc1` (configuration not stated) @ NSD2 inh = -1.1
`O=C(CN(CC1CCCO1)C(=O)CNS(=O)(=O)c1ccc(F)cc1)NC1CCCCC1` (configuration not stated) @ Arr AP2 block = -1.1
`O=C(NC1CC1)c1nc(Cn2cc([N+](=O)[O-])cn2)no1` @ Arr AP2 block = -9.6
`C=CCNC(=O)CC(=O)N/N=C/c1ccc(C(=O)OC)cc1` @ NSD2 inh = 0.2
`O=C(NCCCNc1ccnc2cc(Cl)ccc12)c1ccccc1F` @ Cardiac RTF inh = 4.1

An excerpt; rates above refer to the full screens.
